Screening data: PubChem BioAssay, several laboratories
CYP2C19 inh: blockers of cytochrome P450 2C19 activity – biochemical, luminescence, ADME assay, primary screen. P33261. CYP2C19 Supersomes, luciferin-H EGE luminescence, 30 min. inhibition, % at 5 µM. 96,000 compounds, 21% hits;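 active = CYP2C19 inhibition above a set limit at 5 µM in the primary screen, cut at about 50% in these data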;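 also: plate controls were negative control wells for no effect and 2.5 mM tranylcypromine positive control for full effect; values of inactives mirror those of a sister screen read the other way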
Target sequence (P33261 whole entry, looked up): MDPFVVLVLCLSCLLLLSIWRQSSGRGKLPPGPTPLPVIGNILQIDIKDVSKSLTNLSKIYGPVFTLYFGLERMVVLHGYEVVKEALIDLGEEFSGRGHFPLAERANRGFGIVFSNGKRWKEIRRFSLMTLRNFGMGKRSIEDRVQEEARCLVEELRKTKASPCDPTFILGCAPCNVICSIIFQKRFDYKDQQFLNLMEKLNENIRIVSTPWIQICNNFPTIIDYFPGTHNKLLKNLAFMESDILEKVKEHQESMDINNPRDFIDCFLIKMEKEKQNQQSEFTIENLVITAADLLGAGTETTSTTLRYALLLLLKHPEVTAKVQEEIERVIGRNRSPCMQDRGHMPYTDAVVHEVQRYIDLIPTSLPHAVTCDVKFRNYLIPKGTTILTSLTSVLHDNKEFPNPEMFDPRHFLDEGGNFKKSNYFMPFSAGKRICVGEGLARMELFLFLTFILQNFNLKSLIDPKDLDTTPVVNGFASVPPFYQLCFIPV
CYP2C9 inh: blockers of cytochrome P450 2C9 activity – biochemical, luminescence, ADME assay, primary screen | P11712 | CYP2C9 Supersomes, luciferin-H conversion | inhibition, % at 5 µM | 96,000 compounds, 20% hits | AID 777, 2007;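 active = blocking of liver enzyme CYP2C9 beyond about 50% at 5 µM, limit read from the data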; also: values of inactives mirror those of a sister screen read the other way
Ecoli WT expand: growth inhibitors of wild-type E. coli, primary screen, strain BW25113, expanded library, OD600. OD600 absorbance. growth inhibition, % at 100 µM. 98,000 compounds, 0.15% hits. AID 710, 2007;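 active = growth inhibition above about 50% at one test dose, limit read from the data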;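 also: growth measured after 20 h incubation at 37 °C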
CYP2C9 act: human CYP2C9 activators, primary screen, biochemical, luminescence. Cytochrome P450 2C9 (Homo sapiens), P11712. recombinant CYP2C9, luciferin-H conversion; stronger effect = higher value; factor 1 = untreated enzyme, 0 = blocked. activation factor at 5 µM. 96,000 compounds, 1.4% hits. AID 1024, 2008;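 active = activation factor of 2 or more for CYP2C9 at a 5 µM dose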;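 also: 0 = sulfaphenazole-blocked wells and 1 = vehicle-only wells; values of inactives mirror those of a sister screen read the other way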
CYP2C19 act: human CYP2C19 activators, primary screen, biochemical, luminescence; AID 1025, 2008; 96,000 tested, under 10 active; recombinant CYP2C19, luciferin-H EGE luminescence; stronger effect = higher value; 0 = fully inhibited enzyme, 1 = untreated enzyme; activation factor at 5 µM;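 active = activation factor of at least 2 at 5 µM in the primary screen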;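 also: 0 = wells with 2.5 mM tranylcypromine and 1 = vehicle-only wells; values of inactives mirror those of a sister screen read the other way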
PLAP activator: PLAP enzyme activators, biochemical, luminescence, HTS; Alkaline phosphatase, placental type (Homo sapiens), P05187; purified PLAP enzyme, luminescent substrate read-out; stronger effect = higher value; activation fold at 20 µM; 96,000 compounds, 1.2% hits; in the data active = activation fold above about 2
Target sequence (P05187 whole entry, looked up): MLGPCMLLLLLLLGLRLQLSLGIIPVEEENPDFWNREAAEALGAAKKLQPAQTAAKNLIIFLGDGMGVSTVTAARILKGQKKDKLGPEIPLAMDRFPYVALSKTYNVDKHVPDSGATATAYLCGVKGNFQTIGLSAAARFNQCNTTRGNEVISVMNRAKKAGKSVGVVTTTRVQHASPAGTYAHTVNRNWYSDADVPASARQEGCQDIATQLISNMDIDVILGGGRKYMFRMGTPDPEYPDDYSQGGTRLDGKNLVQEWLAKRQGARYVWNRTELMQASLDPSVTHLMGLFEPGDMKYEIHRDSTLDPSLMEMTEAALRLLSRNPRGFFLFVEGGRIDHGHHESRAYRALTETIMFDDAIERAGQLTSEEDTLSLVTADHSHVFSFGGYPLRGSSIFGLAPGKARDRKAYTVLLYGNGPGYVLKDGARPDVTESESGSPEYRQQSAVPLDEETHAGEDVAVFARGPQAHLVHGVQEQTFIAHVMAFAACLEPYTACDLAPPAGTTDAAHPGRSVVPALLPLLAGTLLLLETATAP
PostGolgi yeast: phenotypic screen on post-Golgi transport, primary screen | post-Golgi transport phenotypic cell assay | inhibition, % at 10 µM | 98,000 compounds, 0.9% hits | AID 739, 2007; in the data active = inhibition above about 30%;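 also: yeast cells grown in 1536-well plates; yeast grown about 18 h at 30C before absorbance read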
Pyk2 oligo antag: antagonists of Pyk2 self-association, primary screen, Q293 cells, FERM NanoBiT luminescence, HTS; AID 1347419, 2020; z-score (the deposit names both 25 µM and 10 µM); stronger effect = lower value; Protein-tyrosine kinase 2-beta (Homo sapiens), Q14289; 99,000 compounds, 0.83% hits;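 active = Z-score of -3 or lower, scaled per plate to the spread of control and sample wells; inactive = z-score above -3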;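 also: negative z-score means lost luminescence so less FERM oligomerization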
EphB4 ephrin blk: EphB4-ephrin-B2 interaction antagonists, primary screen, biochemical, TNYL-RAW peptide probe, fluorescence polarization | EphB4 LBD / TNYL-RAW-Alexa532 peptide | 97,000 compounds, 0.15% hits | Ephrin type-B receptor 4 (Homo sapiens), P54760 | AID 720, 2007 | inhibition, % at 7 µM;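 active = inhibition above the screen-wide mean inhibition plus 3 SD, cut at about 15% in these data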;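 also: 0% = DMSO wells and 100% = excess unlabeled TNYL-RAW peptide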
Starred values were filed as active, the others as inactive; x = no result given.

SMILES | CYP2C19 inh | CYP2C9 inh | Ecoli WT expand | CYP2C9 act | CYP2C19 act | PLAP activator | PostGolgi yeast | Pyk2 oligo antag | EphB4 ephrin blk
COC(=O)c1c(NC(=O)C2CCC2)sc(C(=O)N(C)C)c1C | 26 | 38 | 4 | 0.6 | 0.7 | 1.2 | 2 | 0.72 | -5
CC(C)C(CCNC(=O)CC(Cc1ccccc1)c1ccco1)c1ccco1 (stereo not drawn) | 48 | 50 | 0 | 0.5 | 0.5 | 1.2 | 2 | -0.29 | 0
CC(C)CCn1nnnc1C(c1ccccc1)N1CCC(C(N)=O)CC1 (stereo not drawn) | 1 | -6 | -1 | 1.1 | 1 | 1.2 | -3 | -0.53 | -1
COc1ccc(OC)c(NC(=O)C(=O)N/N=C/c2ccccc2[N+](=O)[O-])c1 | 7 | -119 | 1 | 2.2* | 0.9 | 1.2 | 0 | -0.67 | -2
Cc1oc(-c2cccc(Cl)c2)nc1CN1CCC(C(=O)NCc2cccnc2)CC1 | 1 | 6 | 2 | 0.9 | 1 | 1.6 | 3 | 2.5 | -6
CCSc1nnc2c(n1)OC1(CCCC1)Nc1ccccc1-2 | 25 | 21 | -10 | 0.8 | 0.8 | 1.2 | 23 | x | 3
Cc1oc2c(c1C(=O)NCc1ccccc1)CCCC2 | 46 | 13 | 4 | 0.9 | 0.5 | 1.2 | 11 | -0.15 | 7
CCOc1ccccc1CNC(=O)C1CCCN(c2nc3ccccc3o2)C1 (stereo not drawn) | 24 | 9 | -24 | 0.9 | 0.8 | 1 | 3 | x | 0
CCC1(C)Cc2c(sc3nc(NN)n(C)c(=O)c23)CO1 (stereo not drawn) | 99* | 94* | 20 | 0.1 | 0 | 2* | -5 | -0.7 | -4
CC(NC(=O)c1ccccc1Br)c1nnc(SCc2ccc([N+](=O)[O-])cc2)n1C (stereo not drawn) | -7 | -2 | -1 | 1 | 1.1 | 1 | -3 | 0.51 | 0
C=CCn1c(SCCC(=O)O)nnc1-c1cccs1 | x | x | 2 | x | x | x | 3 | 0.55 | -4
O=C(CN(Cc1ccco1)S(=O)(=O)c1cccs1)Nc1ccccc1C(F)(F)F | 90* | 79* | 8 | 0.2 | 0.1 | 1.4 | -5 | 0.18 | -3
c1ccc(-c2ccc(OCCOCCn3cncn3)cc2)cc1 | 95* | 67* | 2 | 0.3 | 0.1 | 1.6 | -3 | -1.3 | -3
C=CCNc1nc2c3ccccc3n(C(C)=O)c2s1 | 6 | 68* | 7 | 0.3 | 0.9 | 0.9 | 15 | -0.86 | -8
CCOc1ccc(Nc2nc(CC(=O)OC)cc(=O)[nH]2)cc1 | -17 | 25 | 5 | 0.7 | 1.2 | 1.2 | -5 | 0.98 | 6
COc1ccccc1-c1noc(-c2cccs2)n1 | 27 | 13 | 3 | 0.9 | 0.7 | 0.8 | -2 | -1.2 | 5
CNC(C)c1cc(OC)ccc1OC (stereo not drawn) | 13 | 2 | -2 | 1 | 0.9 | 1.1 | 8 | -0.08 | -3
O=C(COC(=O)c1ccccn1)Nc1cccc(Cl)c1 | 30 | 14 | 7 | 0.9 | 0.7 | 1 | -3 | 0.55 | x
Cc1cccc(OCc2nnc(SCC(=O)OC3CCCCC3)o2)c1 | 7 | 18 | 12 | 0.8 | 0.9 | 0.9 | 10 | 0.14 | x
O=C(COc1nsnc1N1CCOCC1)N1CCOCC1 | -1 | 11 | 2 | 0.9 | 1 | 1 | -4 | 0.46 | 4
COc1ccc(NC(=O)CS(=O)CC(=O)Nc2ccc(OC)c(OC)c2)cc1 (stereo not drawn) | 7 | 34 | 1 | 0.7 | 0.9 | 1 | 2 | -0.76 | -3
Clc1ccc(Cn2c(-c3cccnc3Cl)nc3ccccc32)c(Cl)c1 | 60* | 58* | -1 | 0.4 | 0.4 | 1.4 | 3 | 0.09 | 10
Cc1cccc(SCc2noc(C(=O)NC(C)C)c2C(=O)O)c1 | 13 | 55* | -14 | 0.4 | 0.9 | 1 | 0 | x | 2
Cc1ccc(NC(=O)CSc2nc3c(c(=O)[nH]2)CCC3)cc1C | 19 | 51* | -6 | 0.5 | 0.8 | 1 | 16 | 0.49 | 0
Cc1ccc(OCCN2C(=O)OC(C)(C)C2(C)O)cc1 (stereo not drawn) | 37 | 10 | 6 | 0.9 | 0.6 | 1 | -5 | 1 | -8
SMILES | CYP2C19 inh | CYP2C9 inh | Ecoli WT expand | CYP2C9 act | CYP2C19 act | PLAP activator | PostGolgi yeast | Pyk2 oligo antag | EphB4 ephrin blk
CCOC(=O)c1cnc2c(C)c(Cl)ccc2c1N1CCOCC1 | 15 | 13 | -7 | 0.9 | 0.8 | 0.9 | -2 | x | 9
COC(=O)c1ccc(-c2nn(C)c(=O)c3ccccc23)cc1 | 43 | 23 | 0 | 0.8 | 0.6 | 1 | -5 | x | -4
Cc1oc2c(C)c3oc(=O)c4c(c3cc2c1C)CCC4 | 80* | 28 | -5 | 0.7 | 0.2 | 0.9 | 0 | -0.06 | 1
COCCCn1c(Cc2ccccc2)nnc1SCC(=O)N1CCCCC1 | 14 | 38 | 2 | 0.6 | 0.9 | 1.3 | 23 | 1.1 | 8
CCOC(=O)Cn1c(CN2CCN(C(c3ccccc3)c3ccccc3)CC2)nc2c1c(=O)n(C)c(=O)n2C | 34 | 48 | -3 | 0.5 | 0.7 | 1.3 | 2 | x | 5
O=C(Nc1ccc(-n2ccnc2P(=O)(O)c2ccccc2)cc1)c1ccccc1Br | 97* | 96* | 3 | 0 | 0 | 2.1* | 14 | 0.98 | 1
Cc1cccc(C)c1NC(=S)NN1CCN(C)CC1 | 0 | -12 | -2 | 1.1 | 1 | 1 | 3 | 0.47 | -3
O=C(O/N=C\c1ccc(N2CCCCC2)c([N+](=O)[O-])c1)c1cccc(C(F)(F)F)c1 | 19 | 4 | 2 | 1 | 0.8 | 1 | -3 | -0.48 | 12
COc1ccc(N2CCN(C(=O)C(OC(C)=O)c3ccccc3)CC2)cc1 (stereo not drawn) | -4 | -11 | -5 | 1.1 | 1 | 1.5 | -1 | -0.41 | 0
Cc1ccccc1S(=O)(=O)Cc1ccc(C(=O)O)o1 | -16 | -13 | 2 | 1.1 | 1.2 | 1.3 | 20 | 0.36 | 7
C=CCn1c(SC/C=C/c2ccccc2)nnc1-c1sc(N)nc1C | 41 | 38 | 6 | 0.6 | 0.6 | 1 | -2 | -0.79 | -3
CC(=O)NC1(c2ccc(F)cc2)CCN(C(=O)Nc2ccc(F)cc2F)CC1 | 45 | 21 | 6 | 0.8 | 0.6 | 1.4 | 27 | 0.02 | -2
COc1ccc(-c2[nH]ncc2-c2ccc3c(c2)OCCO3)c(O)c1 | 61* | 66* | 3 | 0.3 | 0.4 | 2.1* | 13 | -2.2 | x
Clc1ccc2noc(-c3ccccc3)c2c1 | 2 | 2 | 7 | 1 | 1 | 1.3 | 18 | -0.52 | 4
COc1ccc(CCn2c(C)cc(C(=O)CSc3nnc(N)s3)c2C)cc1 | x | x | 3 | x | x | x | 0 | 0.8 | 16*
Cc1ccnc(NC(=O)CCC(=O)N(CC(=O)NCCc2ccccc2)Cc2ccco2)c1 | 31 | 29 | 10 | 0.7 | 0.7 | 1 | 4 | -0.77 | -2
Cc1cccc(N2C(=O)CC(N3CCN(c4cccc(C(F)(F)F)c4)CC3)C2=O)c1 (stereo not drawn) | 10 | 46 | -6 | 0.5 | 0.9 | 1.1 | 18 | 0.04 | -1
O=C(NC(=O)c1ccccc1)OCC(F)(F)F | 3 | -2 | 2 | 1 | 1 | 0.9 | -1 | 1 | 0
C=CCNC(=O)NS(=O)(=O)c1ccc(C)cc1 | 6 | 0 | 8 | 1 | 0.9 | 0.9 | -4 | 0.07 | -7
Cc1ccccc1CN1C(=O)C2(OCCCO2)c2ccccc21 | 28 | -116 | 3 | 2.2* | 0.7 | 1 | -5 | -0.2 | 5
O=C(O)c1ccc2c(c1)C(=O)N(C(Cc1ccc(O)cc1)C(=O)O)C2=O (stereo not drawn) | 2 | -4 | -4 | 1 | 1 | 0.8 | -9 | 0.54 | -17
O=C(N/N=C/c1cccc([N+](=O)[O-])c1)c1ccc2nc[nH]c2c1 | 24 | 51* | 4 | 0.5 | 0.8 | 1.6 | -4 | -0.5 | -5
CCOC(=O)c1c(C)oc2ccc(O)c(CN(C)C)c12 | 2 | 3 | 1 | 1 | 1 | 0.8 | 6 | -0.19 | -2
Cc1nc(N)c(C#N)c(-c2ccccc2Cl)c1C | 10 | -29 | -6 | 1.3 | 0.9 | 0.8 | 0 | 0.34 | 4
Cc1cc(C)n(/N=C/c2ccccc2)c(=O)c1C#N | 12 | 8 | -4 | 0.9 | 0.9 | 0.8 | -7 | -0.09 | -3
SMILES | CYP2C19 inh | CYP2C9 inh | Ecoli WT expand | CYP2C9 act | CYP2C19 act | PLAP activator | PostGolgi yeast | Pyk2 oligo antag | EphB4 ephrin blk
Cc1ccccc1NC(=O)Cc1nnc(SCC(=O)c2ccc(Br)cc2)n1C | 36 | 28 | -1 | 0.7 | 0.6 | 1 | -1 | -0.02 | -3
Cn1c(Oc2ccc3c(c2)OCO3)nc2c1c(=O)n(Cc1ccccc1)c(=O)n2C | 9 | -4 | -8 | 1 | 0.9 | 0.9 | 5 | -0.37 | -4
Cc1ccc(C(=O)NNC(=O)Cc2ccccc2)cc1 | 23 | 12 | 0 | 0.9 | 0.8 | 1.8 | -4 | -0.35 | 0
Clc1ccc(-c2nc3cnccn3c2NC2CCCC2)cc1 | 76* | 89* | 7 | 0.1 | 0.2 | 1.1 | 22 | 0.43 | 8
CCCCCn1c(NC(=O)c2ccco2)c(S(=O)(=O)c2ccc(C)cc2)c2nc3ccccc3nc21 | 6 | 22 | 4 | 0.8 | 0.9 | 1.1 | 2 | -1.4 | -4
CCOCCCN(C(=O)Cn1nnc2ccccc21)C(C(=O)NCc1ccco1)c1ccncc1 (stereo not drawn) | 11 | 14 | 6 | 0.9 | 0.9 | 1.4 | 24 | -0.37 | -7
Cc1cc(OCc2nn[nH]n2)c2c(-c3ccccc3)cc(=O)oc2c1 | 40 | 71* | -6 | 0.3 | 0.6 | 1.2 | 11 | 1.1 | -4
Fc1ccc2[nH]c3c(N4CCSCC4)ncnc3c2c1 | 58* | 60* | 6 | 0.4 | 0.4 | 0.8 | -7 | -3.1* | x
CCOC(=O)c1cnc(SCc2nc(N)nc(Nc3ccc(OC)cc3)n2)nc1N | 22 | 40 | 2 | 0.6 | 0.8 | 0.8 | 20 | -1.2 | 6
Cc1ccc(SC(C)C(=O)Nc2ccncc2)cc1 (stereo not drawn) | 100* | 97* | 13 | 0 | 0 | 0.9 | 102* | 1.8 | 2
Cc1cc(C)cc(Oc2nn[nH]n2)c1 | -3 | 3 | 0 | 1 | 1 | 0.9 | 4 | 0.77 | 1

One compound at a time, from the list above. Order of screens: CYP2C19 inh, CYP2C9 inh, Ecoli WT expand, CYP2C9 act, CYP2C19 act, PLAP activator, PostGolgi yeast, Pyk2 oligo antag, EphB4 ephrin blk
Cc1ccc(C(=O)NNC(=O)Cc2ccccc2)cc1 is entered as 23, 12, 0, 0.9, 0.8, 1.8, -4, -0.35, 0
Clc1ccc(-c2nc3cnccn3c2NC2CCCC2)cc1 is entered as 76*, 89*, 7, 0.1, 0.2, 1.1, 22, 0.43, 8
Cc1ccc(SC(C)C(=O)Nc2ccncc2)cc1 (stereo not drawn) is entered as 100*, 97*, 13, 0, 0, 0.9, 102*, 1.8, 2
